From PubChem
PrPC TRFRET = inhibitors of human cell surface prion protein PrPC, primary screen, cell-based, TR-FRET. actives 0.43% (n = 370,000). inhibition, % at 13.8 µM. Major prion protein (Homo sapiens), P04156. TR-FRET read-out; in the data active means inhibition above about 24%; further: 0% = median of the test wells and 100% = reference compound wells
Mtb BioA inh = M. tuberculosis BioA enzyme inhibitors, primary screen, biochemical, plate reader, single point, HTS; 7,8-diaminopelargonic acid synthase BioA (Mycobacterium tuberculosis); purified M. tuberculosis BioA enzyme; inhibition, % at 9.99 µM; actives 0.096% (n = 360,000); AID 602481, 2012; in the data active means inhibition above about 40%; inconclusive means no clear call, values can overlap the other calls
Mtb UGM inh = M. tuberculosis UGM enzyme inhibitors, primary screen, biochemical, fluorescence polarization, single point | UDP-galactopyranose mutase (Mycobacterium tuberculosis (strain ATCC 25618 / H37Rv)), … | purified UGM, fluorescence polarization probe displacement | inhibition, % at 10 µM | actives 0.06% (n = 320,000) | AID 504406, 2011; in the data active means inhibition above about 10%, passing the limit was not always enough; inconclusive means no clear call, values can overlap the other calls
Target sequence (P9WIQ1 whole entry, looked up): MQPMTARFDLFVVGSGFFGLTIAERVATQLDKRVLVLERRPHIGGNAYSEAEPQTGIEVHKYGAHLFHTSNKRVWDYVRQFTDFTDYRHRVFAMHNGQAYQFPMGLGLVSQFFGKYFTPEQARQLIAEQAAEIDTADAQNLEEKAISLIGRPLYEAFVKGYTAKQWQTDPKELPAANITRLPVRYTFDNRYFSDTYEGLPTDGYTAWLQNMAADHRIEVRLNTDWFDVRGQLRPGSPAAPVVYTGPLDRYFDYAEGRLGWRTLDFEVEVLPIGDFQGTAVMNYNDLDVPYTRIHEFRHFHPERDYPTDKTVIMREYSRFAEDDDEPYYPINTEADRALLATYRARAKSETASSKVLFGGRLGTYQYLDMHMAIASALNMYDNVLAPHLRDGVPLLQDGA
FBA Mtb inh = Mtb FBA enzyme inhibitors, primary screen, biochemical, fluorescence, strain H37Rv. Fructose-bisphosphate aldolase (Mycobacterium tuberculosis (strain ATCC 25618 / H37Rv)), …. purified M. tuberculosis FBA, fluorescence read-out. inhibition, % at 1 µM. actives 2.3% (n = 360,000). AID 588726, 2011; in the data active means inhibition above about 27%;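 further: 0% = vehicle and 100% = reference inhibitor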
Target sequence (P9WQA3 whole entry, looked up): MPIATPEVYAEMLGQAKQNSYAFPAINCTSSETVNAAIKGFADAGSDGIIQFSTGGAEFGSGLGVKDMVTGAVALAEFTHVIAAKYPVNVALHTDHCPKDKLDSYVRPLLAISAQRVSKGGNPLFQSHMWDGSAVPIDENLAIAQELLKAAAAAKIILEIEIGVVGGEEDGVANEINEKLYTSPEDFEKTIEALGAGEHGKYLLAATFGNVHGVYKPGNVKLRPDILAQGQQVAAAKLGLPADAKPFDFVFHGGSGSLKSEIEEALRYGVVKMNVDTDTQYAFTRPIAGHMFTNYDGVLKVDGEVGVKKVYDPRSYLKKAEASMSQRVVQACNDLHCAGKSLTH
BoNT F protease = BoNT/F light chain protease inhibitors, primary screen, biochemical, flow cytometry, MLPCN library. actives 0.22% (n = 360,000). Multiplex microsphere protease cleavage assay. AID 588497, 2011. Botulinum neurotoxin type F light chain protease (Clostridium botulinum). inhibition, % at 10 µM; in the data active means inhibition above about 35%, passing the limit was not always enough; inconclusive means no clear call, values can overlap the other calls; further: plate controls were buffer without enzyme for full effect and enzyme alone for no effect
FadD28 binding = inhibitors of FadD28 bisubstrate probe binding, primary screen, biochemical, fluorescence polarization, single point; Mycobacterium tuberculosis FadD28 fatty-acid-AMP ligase; inhibition, % at 12.5 µM; actives 0.22% (n = 360,000); in the data active means inhibition above about 8.5%, passing the limit was not always enough; inconclusive means no clear call, values can overlap the other calls
GDH-TPI counter = GDH-TPI coupling enzyme inhibitors, primary screen, artefact control for M. tuberculosis FBA inhibitor project, biochemical, absorbance, full deck | actives 1.2% (n = 360,000) | GDH-TPI coupled enzyme counterscreen, NADH absorbance | inhibition, % at 4.8 µM;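 further: 0% = DMSO wells and 100% = wells lacking the enzyme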
CCHF vOTU inh = CCHFV vOTU protease inhibitors, primary screen, biochemical, Pep-AMC substrate, fluorescence; Crimean-Congo hemorrhagic fever virus L polyprotein viral ovarian tumor (vOTU) protease …; inhibition, % at 11.5 µM; actives 0.55% (n = 370,000); AID 651958, 2012; further: 0% = vehicle wells with enzyme and 100% = no enzyme wells
BoNT A protease = BoNT/A light chain protease inhibitors, primary screen, biochemical, flow cytometry, MLPCN library; Botulinum neurotoxin type A light chain protease (Clostridium botulinum A str. ATCC 3502); multiplex microsphere protease substrate cleavage; inhibition, % at 10 µM; actives 0.17% (n = 360,000); AID 588499, 2011; in the data active means inhibition above about 30%; inconclusive means no clear call, values can overlap the other calls; further: plate controls were buffer without enzyme for full effect and enzyme alone for no effect
* hit, by the source's call; ? = inconclusive; · = no result given; + = active, no number. Unless noted, no stated cut-off is given here; in the data, active means inhibition above about 30%; inactive means the rest.

SMILES	PrPC TRFRET	Mtb BioA inh	Mtb UGM inh	FBA Mtb inh	BoNT F protease	FadD28 binding	GDH-TPI counter	CCHF vOTU inh	BoNT A protease
Cc1ccc2c(c1)=N/C(=N\c1[nH]c(O)c3ccccc13)N=2	5	-1.8	·	-2	27	-2.1	15	11	3.0
COc1ccc(NC(=S)NCC2CCCO2)c(OC)c1 (configuration not stated)	1	-0.2	0.7	6	·	-1.2	5	1	·
CC(C)NC(=O)CN1CCC(c2ccccc2)C(O)C1 (configuration not stated)	4	·	0.6	-1	3	-3.0	2	-1	0.4
c1ccc(CNc2nc(NCc3ccccc3)c3ccccc3n2)cc1	·	0.2	0.3	7	-8	-2.9	-5	·	-5.4
COC(=O)CSc1nnc(CNC(=O)c2cc(OC)c(OC)c(OC)c2)n1C	2	-1.0	2.6	3	6	-1.7	-14	-2	0.3
O=C(COc1cccc2c1CCNC2=O)Nc1cccc(F)c1	0	·	3.4	5	19	-2.4	-1	-6	6.3
CCn1c(N2CCN(C(=O)Nc3ccc(F)cc3)CC2)nc2ccccc21	-2	7.6	-1.4	-4	4	-2.0	6	2	-0.3
CCCS(=O)(=O)Nc1cccc(-c2ccc3nnc(C)n3n2)c1	-4	·	-0.3	3	4	-2.0	6	2	-0.5
CC(NC(=O)COC(=O)C1CCCCC1)c1ccccc1 (configuration not stated)	-1	0.2	·	1	0	-0.3	11	2	-0.8
O=C(Nc1ccccc1O)c1cc(S(=O)(=O)N2CCOCC2)c(Cl)cc1Cl	1	2.6	4.0	0	12	-1.9	10	-11	13

Next part; the last 4 above are carried over.
SMILES	PrPC TRFRET	Mtb BioA inh	Mtb UGM inh	FBA Mtb inh	BoNT F protease	FadD28 binding	GDH-TPI counter	CCHF vOTU inh	BoNT A protease
CCn1c(N2CCN(C(=O)Nc3ccc(F)cc3)CC2)nc2ccccc21	-2	7.6	-1.4	-4	4	-2.0	6	2	-0.3
CCCS(=O)(=O)Nc1cccc(-c2ccc3nnc(C)n3n2)c1	-4	·	-0.3	3	4	-2.0	6	2	-0.5
CC(NC(=O)COC(=O)C1CCCCC1)c1ccccc1 (configuration not stated)	-1	0.2	·	1	0	-0.3	11	2	-0.8
O=C(Nc1ccccc1O)c1cc(S(=O)(=O)N2CCOCC2)c(Cl)cc1Cl	1	2.6	4.0	0	12	-1.9	10	-11	13
CCOC(=O)[C@]12Cc3c(cc(OC)c(OC)c3OC)[C@H]1N(Cc1ccccc1)C(=O)c1ccccc12	1	0.8	·	0	2	0.4	6	2	-0.1
Cc1ccc(C(=O)CSc2nnc(-c3cccnc3)n2N)cc1	-1	-1.2	8.8	5	2	-1.6	9	8	1.1
O=C(O)CN1C(=O)C(=O)N(Cc2c(F)cccc2Cl)C1=O	-5	-0.8	0.1	0	-9	·	15	-8	-2.3
O=C(Nc1ccccc1)c1ccccc1OCc1ccc(F)cc1	5	-1.6	-0.1	0	14	-3.2	-7	16	-3.9
CCOC(=O)/C(=C/c1ccc(OC(F)F)cc1)C1=Nn2c(nnc2-c2ccc(Cl)cc2)SC1	-2	-1.1	·	1	-5	-0.3	14	12	0.4
Cc1ccc(NC(=O)CCc2ccc(C)o2)c(C)c1	8	·	6.0	4	1	-0.9	6	5	-2.2
COCc1nnc(NC(=O)C2CCN(C(=O)c3ccco3)CC2)s1	1	-1.3	1.5	0	8	-0.9	4	7	2.3
Cc1cc(C(=O)Nc2ccccc2)oc(=O)c1	-16	·	-1.4	0	?	-1.2	14	-6	4.3
Cc1c(Cl)cccc1NC(=S)NCCC(c1ccccc1)c1ccccc1	15	-1.4	-0.6	0	-24	-5.5	9	5	-1.8
CCC(CC)C(=O)c1c[nH]c(C(=O)NCc2cccs2)c1	2	-1.2	-3.2	-1	-2	-4.9	-12	-12	-1.0
Cc1cc(C(=O)NCc2cccs2)no1	-4	-1.4	-2.8	-2	2	-1.6	-5	-16	0.8
O=C1CC(NC(=O)C(F)(F)F)c2cc3c(cc21)OCO3 (configuration not stated)	-8	·	2.7	3	-3	-1.2	1	-6	0.3
CN(Cc1ccccc1)S(=O)(=O)c1ccc(Cl)c(C(=O)OCC(N)=O)c1	-3	2.5	1.4	-5	3	-4.9	0	-4	0.5
CCCCc1c(O)c2ccccc2[nH]c1=O	-2	-3.3	-0.4	24	9	0.1	2	-10	2.0
O=C(CSc1nnc(CNC(=O)c2ccccc2F)o1)NCCc1ccccc1	2	-1.0	-2.0	-3	-18	-2.5	-2	10	-0.4
COC(=O)c1sc(NC(=S)NC(=O)c2ccccc2Cl)nc1C	22	·	1.3	-3	0	-2.8	22	3	0.2
CN1CCN(c2nc(-c3ccccc3Cl)nc3ccccc23)CC1	-7	-0.2	2.1	1	9	-1.8	3	0	-2.3
COc1ccc(C=CC(=O)c2ccc(OC)c(OC)c2O)cc1OC	5	2.3	·	-4	-6	-13	16	7	-0.1
Cc1cc(C(F)(F)F)c2c(C)nn(CCc3nn[nH]n3)c2n1	4	0.3	4.4	26	-1	-3.1	-8	-5	0.4
CCCCC(c1nnnn1C1CCCC1)N1CCN(C(=O)c2ccco2)CC1 (configuration not stated)	-6	2.6	-0.6	3	2	1.2	10	6	-0.7
Cc1ccc2c(c1)C(c1ccc(O)cc1)(c1ccc(O)cc1)C(=O)N2C	-2	·	0.1	-1	-8	-1.2	4	-7	0.0
Oc1c(CN2CCOCC2)ccc2ccccc12	11	-0.8	·	13	-7	0.4	9	-14	-0.8
CC(C)C[C@H]1CNC(=S)N1CC1CCCN1C[C@H](Cc1ccccc1)N1C[C@H](Cc2ccc(O)cc2)N(CC2CCCCCC2)C1=S (some centres not stated)	4	-4.6	·	2	-5	-1.6	32*	12	-0.7
COc1ccc(CCNC(=O)CN2C(=O)NC(c3ccccc3)(c3ccccc3)C2=O)cc1	9	0.8	-3.2	0	-9	-1.1	11	-3	0.2
Cc1ccc(S(=O)(=O)Oc2cccc(/C=N/n3cnnc3)c2)cc1	9	·	0.5	-1	4	-5.4	1	-14	-0.2
CC1=NN(C(C#N)c2ccc(F)cc2)C(c2ccccc2)C1 (configuration not stated)	-9	1.2	-3.0	-5	5	-3.5	-14	-12	-1.6
COc1cc(/C=C/C(=O)O)cc(S(=O)(=O)Nc2cccc(S(=O)(=O)N3CCOCC3)c2)c1OC	-8	-0.2	2.9	4	2	-1.9	0	8	-0.4
Cc1cc([N+](=O)[O-])ccc1NC(=O)c1cc2ccccc2o1	-1	-0.5	-0.8	0	-4	-1.4	13	8	-1.8
COc1ccc(N2CCN(c3nc(C)c(C)c(=O)[nH]3)CC2)cc1	-2	1.4	-1.0	3	?	-0.2	6	4	-30
COc1ccc(-c2c(-c3ccc(OC)c(F)c3)c3ccccc3n2C)cc1	3	-0.3	5.8	37*	-4	2.7	16	-13	-0.1
CC1=C(C(=O)N2CCCCCC2)CC(CC(=O)NCCCN(C)C)C(=O)N1Cc1ccc(C(C)(C)C)cc1 (configuration not stated)	-9	·	·	·	-2	·	·	1	0.2
COc1ccc(NC(=O)CCCNC(=O)Cn2cnc3sc4c(c3c2=O)CCCC4)cc1OC	4	-3.6	1.8	1	-4	-9.3	5	4	-2.1
CCCNC(=O)C1(C)CCCN(C(=O)c2sccc2C)C1 (configuration not stated)	3	-0.7	·	-2	0	0.1	-12	-13	-0.1
COC(=O)Cn1c(=NC(=O)C(C)C)sc2c(C)cc(C)cc21	2	-0.4	-0.8	-3	5	-1.6	10	8	-0.2
Cc1cccc(C)c1NC(=O)CNC(=O)Cc1ccc(Br)cc1	6	·	0.3	5	-5	2.6	1	-10	-1.0
Cc1ccc(F)cc1NC(=O)CN1CCN(c2ccccn2)CC1	-4	·	-1.0	4	-1	-1.7	-4	5	0.3
CCOc1ccc(Nc2nc(Cl)nc(N3CCN(c4ccc(OC)cc4)CC3)n2)cc1	7	·	-1.6	-1	-15	-0.7	6	14	-1.8
Cc1cc(C)n(Cc2ccc(Cl)c(Cl)c2)c(=O)c1S(=O)(=O)c1ccccc1	4	·	·	4	-10	-3.5	-7	10	-0.2
CCOC(=O)C1(C)CCN1C(=O)c1ccoc1 (configuration not stated)	-6	-1.9	·	-3	1	-1.2	6	-3	-0.6
CCC(=O)N1CCCc2cc(S(=O)(=O)N3CCCc4ccccc43)ccc21	10	1.4	-1.3	3	-23	-0.4	12	5	0.2
O=C(Nc1ccc(N2CCN(C(=O)c3ccc(Cl)cc3)CC2)cc1)c1cccnc1	8	·	0.4	2	-8	-4.3	1	5	0.8
C#Cc1ccc(NC(=O)C2(C)CCN2C(=O)CC(c2ccccc2)c2ccccc2)cc1 (configuration not stated)	1	-0.9	·	-1	0	-0.1	3	13	-0.1
CCOC(=O)N1CCN(C(=O)COC(=O)c2ccc([N+](=O)[O-])cc2Cl)CC1	-10	0.6	·	-3	·	0.2	11	-9	·
CN(C)c1ccccc1C(=O)c1ccccc1N(C)C	10	2.3	-0.2	1	-9	-0.1	29	0	1.7
Oc1ccc(CNc2ccccc2O)cc1	-7	0.1	0.0	-14	4	-3.4	14	37*	4.3
CN(C)c1ccc(NC(=O)CN2CCC(N3CCCCC3)CC2)cc1	1	·	1.7	-3	-9	0.8	11	-1	-0.1
CC(C)CN1CCC(=O)N(CCC#N)CC1	1	-1.2	2.6	6	-5	-2.6	0	-3	0.6
COc1ccc(C(=O)NC2CC3CCCC(C2)N3CC(C)C)cc1 (configuration not stated)	2	-0.9	1.7	-3	-23	-0.4	1	-2	0.0
Cc1ccccc1-c1nnn(CC(=O)N2CCN(S(=O)(=O)c3ccc(Cl)cc3)CC2)n1	0	-1.9	1.4	1	-3	-2.9	1	3	0.5
CCOCCCN1C(=O)C(=O)N(CC(=O)N2c3ccccc3NC(=O)CC2C)C1=O (configuration not stated)	-4	-8.8	-2.0	6	6	0.7	3	2	0.2
(next part)
SMILES	PrPC TRFRET	Mtb BioA inh	Mtb UGM inh	FBA Mtb inh	BoNT F protease	FadD28 binding	GDH-TPI counter	CCHF vOTU inh	BoNT A protease
Nc1ncc2c(n1)-c1ccoc1CC2	0	-0.8	1.9	36*	-12	0.1	19	-34	-4.4
CC(=O)Nc1cccc(CNCc2cccc(NC(C)=O)c2)c1	7	·	3.7	0	-6	-0.5	12	-4	-0.7
CC(C)(CO)NCc1cccs1	4	·	-0.6	4	3	0.1	12	-11	0.1
O=C(O)c1[nH]c2ccc(Cl)cc2c1CCN1C(=O)c2ccccc2C1=O	-1	·	1.6	-1	0	-4.8	3	23	0.1
COc1cc2c(cc1OC)C(C)=NCC2	-7	1.5	-2.0	+	-8	-3.5	0	-246	-0.3
O=C(Cc1ccccc1)NNC(=O)Nc1ccccc1	8	·	3.7	1	-3	1.1	1	10	-0.3
Cc1ccc(C(=O)Oc2ccc(-c3nccc(-c4ccccn4)n3)cc2)cc1	-4	1.0	-0.6	-3	-10	-3.1	-1	12	0.1
COc1ccc(CN2CCNC(=O)C2CC(=O)NCCCC2CCCC2)c(C)c1C (configuration not stated)	0	-1.5	-1.2	0	-17	-7.9	-7	8	-0.9
CC1CN=C(NCc2ccncc2)S1 (configuration not stated)	0	-0.1	-0.4	1	5	-1.0	14	-15	-1.0
CC(OC(=O)c1ccc(Cl)nc1)C(=O)NCc1ccc2c(c1)OCO2 (configuration not stated)	-1	-0.4	1.3	4	-10	-0.6	4	-1	-0.9
C=C(C)CN(CC)C(=O)c1ccc(OC2CCN(S(=O)(=O)N(C)C)CC2)cc1	1	·	4.0	1	0	-0.6	1	-5	-1.2
